Source: PubChem BioAssay (National Center for Advancing Translational Sciences (NCATS))
USP1-UAF1 inh = USP1/UAF1 (human) deubiquitinase inhibition; O94782; recombinant USP1/UAF1, Ub-Rhodamine cleavage fluorescence; Potency, µM (titrated, usually from 57.1 µM), for inactives: top-dose activity change, negative = inhibition, usual class: inhibitors; hit rate 0.23% among 390,000; note: potency is the fitted concentration of half-maximal effect; % is set by controls: 0 for no effect and ±100 for the full control effect; nearly all actives have a fitted effect of over 60% in size; inactives centre near -12
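USP1/UAF1 complex (1 nM) preincubated 15 min at room temperature with compound, then Ub-Rho substrate (150 nM final) added. Kinetic fluorescence at 480/540 nm over 6 reads at 60 s intervals; 50 mM HEPES pH 7.8, 0.5 mM EDTA, 0.1 mg/ml BSA, 1 mM TCEP, 0.01% Tween-20.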
D2 antag = antagonists of human D2 dopamine receptor. inhibition, % at 10 µM. HEK293 TREx D2 cells, calcium flux, dopamine EC80. hit rate 2% among 340,000. P14416; in the data active = inhibition above about 30%; note: 0% is about no effect
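In this primary screen, negative modulation is detected by tracking calcium flux after an EC80 dopamine challenge in inducible HEK293 T-REx D2 cells preexposed to test compound for 180 s.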
TrxR1 inh = inhibitors of rat thioredoxin reductase 1; O89049; recombinant rTrxR1, NADPH fluorescence consumption, selenite substrate; Potency, µM (titrated, usually from 114 µM), inactives show top-dose activity change, negative = inhibition, actives largely listed as inhibitors; hit rate 1% among 390,000; note: potency is the fitted concentration of half-maximal effect; % is set by controls: 0 for no effect and ±100 for the full control effect; nearly all actives have a fitted effect of over 65% in size
Target sequence (O89049 whole entry, looked up): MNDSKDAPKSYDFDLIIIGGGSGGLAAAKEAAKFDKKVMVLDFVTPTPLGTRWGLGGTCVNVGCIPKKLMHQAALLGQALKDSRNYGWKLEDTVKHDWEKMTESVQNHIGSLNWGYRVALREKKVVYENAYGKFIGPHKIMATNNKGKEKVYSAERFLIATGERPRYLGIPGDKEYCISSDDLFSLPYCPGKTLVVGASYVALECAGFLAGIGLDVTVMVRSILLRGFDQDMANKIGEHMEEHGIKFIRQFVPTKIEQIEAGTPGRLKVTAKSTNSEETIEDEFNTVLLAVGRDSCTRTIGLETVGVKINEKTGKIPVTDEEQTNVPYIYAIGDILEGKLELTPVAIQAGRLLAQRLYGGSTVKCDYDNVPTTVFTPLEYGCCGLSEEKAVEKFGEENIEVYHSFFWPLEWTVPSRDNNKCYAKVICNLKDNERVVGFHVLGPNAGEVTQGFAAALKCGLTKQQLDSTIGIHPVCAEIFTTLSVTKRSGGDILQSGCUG
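Rat TrxR1 (90 nM in the dispensed reagent) was pre-reduced with 400 uM NADPH for 5 min at room temperature, then incubated with compound for 15 min. After 400 uM selenite was added, NADPH fluorescence (Ex 340/Em 450 nm) was followed for 8 min.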
TRHR agonist = agonists of human TRH receptor; P34981; TRHR cells, calcium flux fluo-8, FDSS agonist mode; activation, % at 2 µM; hit rate 0.18% among 360,000; in the data active = activation above about 30%; note: 0% is about no effect
Target sequence (P34981 whole entry, looked up): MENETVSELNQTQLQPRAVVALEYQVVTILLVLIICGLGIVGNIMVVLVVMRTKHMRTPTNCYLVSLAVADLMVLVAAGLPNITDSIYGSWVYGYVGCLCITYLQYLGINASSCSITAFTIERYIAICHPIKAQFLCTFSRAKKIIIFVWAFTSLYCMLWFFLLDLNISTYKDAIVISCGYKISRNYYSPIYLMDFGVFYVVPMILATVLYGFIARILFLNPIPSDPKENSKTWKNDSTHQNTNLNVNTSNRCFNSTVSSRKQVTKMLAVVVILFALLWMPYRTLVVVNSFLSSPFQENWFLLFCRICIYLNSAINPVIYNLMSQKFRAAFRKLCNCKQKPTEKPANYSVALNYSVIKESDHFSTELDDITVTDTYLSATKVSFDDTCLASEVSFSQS
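Agonist-mode FDSS calcium read (Ex 480/Em 530, 1 s cycles) in 1536-well TRHR cells with fluo-8 dye, after 10-cycle baseline and 23 nL compound addition; TRH at EC20 (10 nM final) added afterwards for the enhancer phase.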
TRHR enhancer = allosteric enhancers of human TRH receptor; AID 493056; hit rate 0.66% among 360,000; enhancement, % at 2 µM; P34981; TRHR cells, fluo-8 calcium fluorescence, EC20 TRH enhancement; in the data active = enhancement above about 30%; note: 0% is about no effect
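TRHR-expressing cells loaded with fluo-8 calcium dye were read kinetically (ex 480/em 530) during compound addition, then stimulated with an EC20 of TRH (10 nM final). Enhancement of the Gq-mediated intracellular calcium response was scored.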
mIDH1 inhibitor = inhibitors of human mutant IDH1 R132H. O75874. IDH1-R132H enzyme, NADPH consumption, diaphorase/resazurin fluorescence. Potency, µM (titrated, usually from 76.6 µM), for the others: top-dose activity change, negative = inhibition, hits mostly inhibitors. hit rate 0.093% among 390,000. AID 602179; note: potency is the fitted concentration of half-maximal effect; % is set by controls: 0 for no effect and ±100 for the full control effect; nearly all actives have a fitted effect of over 65% in size
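IDH1-R132H (0.5 ug/mL dispensed) in pH 7.5 Tris buffer was preincubated 30 min with compound, then given a substrate mix of 0.016 mM NADPH and 2 mM alpha-KG for 80 min at room temperature; remaining NADPH was read by diaphorase/resazurin fluorescence.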
TrxR1 substrate = substrates of rat thioredoxin reductase 1. O89049. purified TrxR1 substrate turnover, NADPH consumption readout. Potency, µM (series often up to 114 µM), without a hit: top-dose activity change, negative = substrate turnover. hit rate 0.01% among 390,000; note: potency is the fitted concentration of half-maximal effect; % is set by controls: 0 for no effect and ±100 for the full control effect; nearly all actives have a fitted effect of over 50% in size
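Rat TrxR1, dispensed at 90 nM, was prereduced with 400 uM NADPH (final) for 5 min at ~22 deg C, then incubated with compound 15 min before 400 uM selenite. A first-read NADPH fluorescence drop versus no-compound background flagged substrates.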
D2 ag = D2 dopamine receptor (human) agonism. P14416. HEK293 T-REx D2 cells, calcium flux agonist mode. activation, % at 2 µM. hit rate 0.53% among 340,000. AID 485358;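 active = activation over 3 SD above normal in the single-dose calcium agonist read, cut at about 30% in these data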; note: 0% is about no effect
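Tetracycline-induced HEK293 T-REx cells with force-coupled D2 receptor, plated overnight at 30 C, loaded with no-wash calcium dye. After a 10 s baseline, compound was pin-added and calcium flux read kinetically for 180 s; calcium rises flagged agonists.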
Pin1 inhibitor = human Pin1 inhibition. Q13526. Pin1 FP peptide displacement, HiFluor488, 10 min. Potency, µM (titrated, usually from 115 µM), inactives show at the top dose activity, negative = inhibition, actives largely listed as inhibitors. hit rate 0.009% among 390,000; active = well fitted inhibition curve with a large enough effect in the polarisation, with a control signal flat, not every such curve was filed as active; inconclusive = small, poorly fitted or top-dose-only effect, or effect the other way, or a change in a side signal; inactive = no such curve, though single readings can be large or run the other way; the % refers to the polarisation; note: potency is the fitted concentration of half-maximal effect; % is set by controls: 0 for no effect and ±100 for the full control effect
Target sequence (Q13526 whole entry, looked up): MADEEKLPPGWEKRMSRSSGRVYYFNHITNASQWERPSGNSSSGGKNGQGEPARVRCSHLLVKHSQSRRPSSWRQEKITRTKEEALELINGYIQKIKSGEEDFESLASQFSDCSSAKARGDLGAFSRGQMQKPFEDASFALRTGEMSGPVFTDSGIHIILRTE
Starred values were filed as active, the others as inactive; ? = inconclusive; . = no result given; [ ] = dose if it differs, or a comment. Unless noted, calls come from the whole dose curve; as a rule, active = well fitted inhibition curve with a large enough effect; inconclusive = small, poorly fitted or top-dose-only effect; inactive = no such curve, though single readings can be large or run the other way.

Sample of the layout, 3 compounds:
SMILES	USP1-UAF1 inh	D2 antag	TrxR1 inh	TRHR agonist	TRHR enhancer	mIDH1 inhibitor	TrxR1 substrate	D2 ag	Pin1 inhibitor
CC1CN(C(=O)N2CCC(C(=O)NCc3ccccc3F)CC2)c2cc(Cl)ccc2O1 (stereo not drawn)	8%	.	9%	0.3	-6	13%	-3%[11.4 µM]	0.3	2%
CC1CCCCN1CCCNC(=O)Cn1ncc2c3ccccc3n(C)c2c1=O (stereo not drawn)	-16%	.	5%	0.2	1	18%	17%	-0.7	-2%
CCOC(=O)c1ccc2c(c1)nc(SCC(=O)c1ccco1)n2CC	-16%	-7	?	-0.6	-2	6%	9%[57.1 µM]	-0.3	-2%

The listing, repeating the preview:
SMILES	USP1-UAF1 inh	D2 antag	TrxR1 inh	TRHR agonist	TRHR enhancer	mIDH1 inhibitor	TrxR1 substrate	D2 ag	Pin1 inhibitor
CC1CN(C(=O)N2CCC(C(=O)NCc3ccccc3F)CC2)c2cc(Cl)ccc2O1 (stereo not drawn)	8%	.	9%	0.3	-6	13%	-3%[11.4 µM]	0.3	2%
CC1CCCCN1CCCNC(=O)Cn1ncc2c3ccccc3n(C)c2c1=O (stereo not drawn)	-16%	.	5%	0.2	1	18%	17%	-0.7	-2%
CCOC(=O)c1ccc2c(c1)nc(SCC(=O)c1ccco1)n2CC	-16%	-7	?	-0.6	-2	6%	9%[57.1 µM]	-0.3	-2%
O=C(Nc1ccccc1N(C(=O)c1ccco1)S(=O)(=O)c1cccs1)c1ccco1	-22%	-11	?	-0.1	10	-3%	10%[57.1 µM]	0.2	-3%
COc1ccc(N2CCN(C(=O)C(=O)c3c[nH]c4ccccc34)CC2)cc1	-11%	-8	7%	0.6	0	2%	-10%	1.4	0%
COc1ccc(/C=N/NC(=O)c2cccc([N+](=O)[O-])c2)cc1OC(=O)c1ccccc1	-11%	-11	15%[57.1 µM]	0.4	-1	-4%	4%[57.1 µM]	1.1	0%
COc1ccccc1N1CCN(C2CCCN(Cc3ccc(Cl)cc3)C2)CC1 (stereo not drawn)	-5%	37*	8%	0.2	-6	-12%	-1%	0.3	6%
COc1cccc(NC(=O)C2CCCN(c3ncnc4onc(C)c34)C2)c1 (stereo not drawn)	-18%	.	12%	-0.2	-9	8%	3%	-0.5	-5%
CCN(CC)c1nc(N)n(CCSC(=S)N(C)C)c(=O)n1	-9%	-7	18%	-0.9	4	-12%	2%	-1.6	-4%
CCN1C(=O)[C@H]2[C@@H](c3ccc(C)cc3)N3C(=O)N(c4ccccc4)C(=O)[C@@]3(C)[C@H]2C1=O	5%	15	22%[57.1 µM]	0.2	-1	-15%	7%[57.1 µM]	-0.1	-3%
Cc1ccc(CNC(=O)COC(=O)c2ccc(Cl)c(N)c2)cc1	2%	9	8%[57.1 µM]	-0.3	3	3%	10%[57.1 µM]	-1.1	0%
O=C(NC1CCCCC1)C1CCN(C(=O)c2ccccc2Cl)CC1	-10%	-1	4%	0.7	-1	-11%	0%	-3.3	-7%
CCc1nnc(NC(=O)CN2CCN(Cc3cccc(F)c3)CC2)s1	-9%	-8	0%	-0.3	-9	-6%	-5%	-1.4	-10%
CCOc1ccc(N2C(=O)CC(N(CCc3ccc(OC)cc3)C(=O)/C=C/C(=O)O)C2=O)cc1 (stereo not drawn)	-3%	-22	1%	0.5	21	-10%	0%	1.7	0%
CN(C(=O)Cn1nc(Cl)ccc1=O)C1CCCN(Cc2ccccc2F)C1 (stereo not drawn)	-7%	-10	4%	0.1	5	-2%	1%	1.1	-3%
O=S(=O)(c1ccc(N2CCOCC2)cc1)N1CCOCC1	-18%	-3	17%	0.5	-7	3%	6%	0.0	-8%
CSc1nnnn1-c1ccc(C(=O)O)cc1	-7%	-13	5%[57.1 µM]	0.3	1	2%	8%[57.1 µM]	0.7	-4%
CCN1/C(=C/C=C/C=C/C=C/c2sc3ccccc3[n+]2CC)Sc2ccccc21	?	-14	-6%	0.9	32*	-7%	-6%	-0.2	?
O=C(NCc1ccc(Cl)cc1)C1CCN(c2ncnc3c2nc2n3CCCCC2)CC1	2%	.	14%	-0.4	5	-22%	4%	1.0	-1%
O=C(OCC(=O)c1c[nH]c2ccccc12)c1cncc(Br)c1	-4%	.	8%	.	.	-16%	-3%	.	10%
CCN(c1cccc(C)c1)C1C(=O)c2ccccc2N1C(C)=O (stereo not drawn)	-14%	21	-9%	0.2	-4	7%	1%	0.4	-8%
COC(CN(C)C(C(=O)NC1CCCCC1)c1ccccc1)OC (stereo not drawn)	-7%	-4	20%[57.1 µM]	-0.2	27	11%	6%	-0.4	-4%
Cc1ccc(/C=N/N=C2/NC(=O)CS2)o1	-22%	-6	1%	0.2	-7	-1%	-11%	0.6	2%
COc1ccccc1N1CCN(C(=O)CCN2C(=O)c3cccc4cccc(c34)C2=O)CC1	-6%	-24	18%[57.1 µM]	-1.8	17	0%	-5%	-3.1	-2%
O=C(NN1C(=O)C2C3C=CC([C@@H]2C1=O)C31CC1)c1ccccc1 (stereo partly drawn)	-19%	-1	21%	0.3	3	-5%	4%	0.0	-1%
Cc1cc(N/N=C2\CC(C)CC(C)(C)C2)nc2ccccc12 (stereo not drawn)	-13%	-20	10%	-0.4	1	8%	-1%	1.3	4%
CCCCOc1cccc(C(=O)NC(=S)Nc2cccnc2)c1	-11%	-7	25µM*	-0.3	2	-1%	-12%	0.5	3%
COc1ccc(C(=O)NCC(c2ccc(N(C)C)cc2)N2CCc3ccccc32)cc1OC (stereo not drawn)	-21%	.	?	-1.5	-4	-3%	-5%[57.1 µM]	-1.1	-3%
Cc1c(NS(=O)(=O)c2ccc(S(=O)(=O)c3ccccc3)s2)c(=O)n(-c2ccccc2)n1C	11%	-25	4%[57.1 µM]	0.1	-3	-8%	4%[57.1 µM]	-0.7	-2%
O=C(NC1CCCN(Cc2ccc(Cl)cc2)C1)C1CCC1 (stereo not drawn)	-3%	6	?	-2.0	31*	-3%	-13%	-0.9	3%
COC(=O)c1cc(NCc2ccc3c(c2)OCO3)ccc1N1CCOCC1	-9%	.	17%	0.5	7	-6%	4%	.	0%
Nn1c(SCC(=O)NCCc2ccc(F)cc2)nnc1C1CCCCC1	-20%	7	14%	0.6	-3	8%	1%	0.4	-2%
COc1ccc(CCNC(=O)C(=O)NCC2CCCO2)cc1OC (stereo not drawn)	-3%	3	-2%	-0.5	-1	3%	-10%	-0.7	-2%
OCC[C@H]1C[C@H](O)[C@@H](O)[C@]2(OCCc3ccccc32)O1	-11%	-1	18%[57.1 µM]	0.1	1	-5%	10%[57.1 µM]	0.9	-15%
CN1/C(=C/C(=S)NC(=O)C2CCC2)C(C)(C)c2ccccc21	-22%	-6	2%[57.1 µM]	-0.1	-5	2%	-17%	-0.2	2%
CCN(CC)c1ccc(/C=N/O)cc1	-1%	18	13%	-2.1	0	5%	-8%	-0.5	-5%
Cc1cc(OCCN2CCOCC2)ccc1[N+](=O)[O-]	-1%	0	3%	1.0	-3	1%	-5%	0.5	-13%
COC(=O)Nc1ccc(S(=O)(=O)NC2CCS(=O)(=O)C2)cc1 (stereo not drawn)	-12%	3	8%	-0.7	-5	-1%	2%	1.5	-6%
CCCCc1ccc(NC(=O)OC)cc1	-17%	-1	7%[57.1 µM]	0.2	2	3%	-12%	0.1	2%
COc1ccc(Cc2noc(-c3ccccc3)n2)cc1OC	-23%	33*	26%	0.3	17	9%	7%	2.1	0%
Cc1ccc(CN2C(=O)c3ccccc3NC23CCN(Cc2ccccc2)CC3)cc1	-22%	-11	25%[57.1 µM]	0.7	5	-5%	40%	0.0	5%
O=C(COC(=O)Cc1ccsc1)NCC1CCCCC1	-16%	-5	0%	2.3	-2	1%	-3%	0.2	-4%
CCN(CC(=O)Nc1ccc2c(c1)OCCO2)C(=O)/C=C/c1ccc(F)cc1	-16%	-3	14%	0.1	5	7%	-2%	2.6	1%
O=C(COc1ccc(Br)cc1)NCCCNC(=O)c1ccncc1	-15%	-7	16%	0.2	-6	2%	5%	-0.1	-1%
Cc1ccc(CNC(=O)CS(=O)(=O)c2cn(CC(=O)N3CCOCC3)c3ccccc23)cc1	-6%	-11	2%	1.0	6	12%	1%	0.3	-3%
CCOP(=O)(OCC)C(NC(=O)Nc1ccc(Cl)cc1)C(=O)N(CC)CC (stereo not drawn)	-4%	7	24%	0.1	-6	2%	3%	-0.2	-4%
Cc1c(C)n(CC(O)CN2CCCCCC2)c2ccccc12 (stereo not drawn)	-7%	10	?	0.5	-1	8%	1%	0.8	4%
COc1cccc(CNC(=O)Cn2c(=O)oc3ccccc32)c1OC	-27%	22	7%	-0.3	4	2%	3%	-0.2	-4%
COc1ccc(-c2csc(Cc3nc(O)cs3)n2)cc1	-9%	.	2%[57.1 µM]	0.1	-5	0%	1%[57.1 µM]	.	?
O=C(O)c1sc2ncccc2c1OCc1ccccc1	-20%	-6	-16%	0.4	-1	0%	-4%	-0.1	-1%
Cc1ccc2onc(CNC(=O)Nc3ccccc3C#N)c2c1	?	.	28%	0.0	1	3%	6%	.	68%[activator]
CCn1c(C)c(C(C)=O)c(N2CCN(c3ccccn3)CC2)nc1=S	-13%	-9	-15%	-0.1	7	2%	3%	0.1	0%
COC(=O)c1c(NC(=O)CS(=O)(=O)c2ccc(C)cc2)sc2c1CCCCC2	-19%	.	26%	-1.3	6	-13%	4%	.	-4%
Cc1ccc(Cl)cc1NC(=S)Nn1cnnc1	-14%	5	?	0.3	-4	-6%	-4%	0.0	3%

Only part of the results is shown (hit frequency here may not be typical).
